Source: PubChem (National Center for Advancing Translational Sciences (NCATS))
CBFb-RUNX1 inh: CBF-beta/RUNX1 interaction disruption. AlphaScreen CBFb-His/RUNX1-biotin binding, biochemical. Potency, µM (titrated, usually from 59.8 µM), for inactives: top-dose activity, negative = inhibition, hits mostly inhibitors. 230,000 tested, under 10 active; further: % of control where 0% means no effect
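Inhibition was taken as any reduction in AlphaScreen signal from the CBF-beta–RUNX1 pair (His and biotin tags, 30 nM each), measured after compound (15 min) and bead (90 min) incubations at room temperature.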
NPSR antagonist: blocks cAMP signaling of the human neuropeptide S receptor. 220,000 compounds, 1% hits. Potency, µM (top dose mostly 38.3 µM), without a hit: at the top dose activity change, negative = inhibition, actives largely listed as inhibitors. CHO-NPSR cells, cAMP TR-FRET, antagonist mode. Q6W5P4; further: potency means the concentration at half of the fitted maximal effect; on the % scale 0 is the no-effect control and ±100 the full control effect; nearly all actives have a fitted effect of over 50% in size; many of its hits are not listed in these tables
Target sequence (Q6W5P4 whole entry, looked up): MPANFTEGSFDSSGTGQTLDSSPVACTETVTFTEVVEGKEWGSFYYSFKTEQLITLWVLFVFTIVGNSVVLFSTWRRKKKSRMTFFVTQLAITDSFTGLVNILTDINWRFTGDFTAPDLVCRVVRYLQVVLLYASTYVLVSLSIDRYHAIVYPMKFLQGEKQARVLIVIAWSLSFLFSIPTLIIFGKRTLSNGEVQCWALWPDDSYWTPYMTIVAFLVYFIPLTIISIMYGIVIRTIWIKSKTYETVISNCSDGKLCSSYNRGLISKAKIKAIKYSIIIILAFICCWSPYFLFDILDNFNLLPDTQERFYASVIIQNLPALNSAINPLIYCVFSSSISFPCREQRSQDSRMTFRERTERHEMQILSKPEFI
TexasRed fluor: Texas Red fluorescence interference in TRb-SRC2 counter-screen; 280,000 compounds, 0.29% hits; Potency, µM (highest dose often 106 µM), for inactives: at the top dose fluorescence change, negative = quenching; AID 1479; TRb/SRC2 Texas Red total fluorescence interference; active means well fitted curve in either direction with a large enough effect; inconclusive means small, poorly fitted or top-dose-only effect; further: potency means the concentration at half of the fitted maximal effect; on the % scale 0 is the no-effect control and ±100 the full control effect
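Human TRb ligand-binding domain at 0.6 uM with 20 nM Texas Red SRC2 peptide in Tris buffer containing 1 uM T3 and 5% DMSO, incubated with compound 5 h at ambient temperature. Total fluorescence (555/632 nm) calculated as parallel + 2 × perpendicular.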
TRb-SRC2 inh: inhibitors of human thyroid hormone receptor beta-SRC2 interaction; P10828; TRbeta-SRC2 peptide binding, fluorescence polarization; receptor liganded with 1 µM T3; Potency, µM (highest dose often 106 µM), for the others: at the highest dose activity change, negative = inhibition, most hits filed as inhibitors; 280,000 compounds, 0.065% hits;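 further: potency means the concentration at half of the fitted maximal effect; plate controls were bound peptide for no effect and peptide without receptor for full effect; nearly all actives have a fitted effect of over 50% in size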
Target sequence (P10828 whole entry, looked up): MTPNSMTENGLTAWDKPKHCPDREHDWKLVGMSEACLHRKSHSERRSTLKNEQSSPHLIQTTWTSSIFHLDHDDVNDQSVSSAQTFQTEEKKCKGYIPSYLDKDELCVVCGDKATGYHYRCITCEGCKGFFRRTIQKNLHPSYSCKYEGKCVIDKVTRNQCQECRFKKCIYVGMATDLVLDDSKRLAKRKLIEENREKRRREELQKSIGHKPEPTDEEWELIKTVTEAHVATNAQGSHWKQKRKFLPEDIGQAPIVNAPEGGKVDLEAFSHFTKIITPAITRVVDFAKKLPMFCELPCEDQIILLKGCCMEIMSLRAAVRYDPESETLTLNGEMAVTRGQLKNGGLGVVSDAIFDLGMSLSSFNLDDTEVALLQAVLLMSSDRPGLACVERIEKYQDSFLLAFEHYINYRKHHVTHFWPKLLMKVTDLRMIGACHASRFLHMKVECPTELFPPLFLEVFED
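A fluorescence polarization screen tested compounds at multiple concentrations against complex formation between 0.6 uM TRb ligand-binding domain and 20 nM Texas Red SRC2 peptide, with 1 uM T3 present; readout after 5 hr.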
Tau fibril FP: blocks human tau fibril formation measured by polarization; K18 P301L tau heparin fibrillization, Alexa594 FP, 6 h; AID 1468; Potency, µM (titrated, usually from 57.7 µM), for the others: at the top dose activity, negative = inhibition, most hits filed as inhibitors; P10636; 280,000 compounds, 0.39% hits; further: potency means the concentration at half of the fitted maximal effect; on the % scale 0 is the no-effect control and ±100 the full control effect; nearly all actives have a fitted effect of over 55% in size
Target sequence (P10636 561-689 P618L limits assumed): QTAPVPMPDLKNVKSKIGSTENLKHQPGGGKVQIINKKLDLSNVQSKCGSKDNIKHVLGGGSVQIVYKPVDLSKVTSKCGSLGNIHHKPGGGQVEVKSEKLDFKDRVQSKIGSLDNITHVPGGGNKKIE
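Quantitative HTS format: compounds meet 15 uM recombinant K18 P301L tau and Alexa 594-tau tracer in 100 mM sodium acetate pH 7; 20 uM heparin triggers fibrillization at 37 C over 6 hr; FP gives the signal.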
Epigenetic derep: regulators of epigenetic silencing causing reporter derepression in mouse cells. murine LDR cells, GFP reporter derepression, 30 h. Potency, µM (titrated, usually from 53.9 µM), without a hit: at the top dose GFP activation, most hits filed as activators. 280,000 compounds, 0.2% hits. AID 1865; further: potency means the concentration at half of the fitted maximal effect; % of control where 0% means no effect; nearly all actives have a fitted effect of over 60% in size
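Derepression of a silenced CMV-GFP reporter in murine LDR cells is scored by enumerating GFP-positive cells with a laser-scanning microplate cytometer after 30 hours of treatment at 37 C.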
GLA spleen mod: inhibitors or activators of human alpha-galactosidase in spleen homogenate. Potency, µM (series often up to 80 µM), without a hit: at the highest dose activity change, negative = inhibition, hits mostly inhibitors. AID 2107. 240,000 compounds, 0.008% hits. human spleen homogenate, 4MU-alpha-Gal fluorescence, 40 min;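 further: potency means the concentration at half of the fitted maximal effect; 0% = enzyme with vehicle and -100% = no enzyme basal signal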
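qHTS titration in buffer at pH 5.0. Alpha-galactosidase activity in spleen homogenate was measured via 4-methylumbelliferone release from 1 mM fluorogenic substrate after 40 min at 37C and a pH 10 stop. AC50 came from Hill fits of control-normalized data.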
Tau fluor cs: counter-screen for tau fibril formation inhibitors. tau K18 P301L (four-repeat tau fragment) Alexa594 fluorescence, heparin fibrillization. Potency, µM (highest dose often 57.7 µM), inactives show at the highest dose activity change, negative = decrease. 280,000 compounds, 0.93% hits. AID 1463; further: potency means the concentration at half of the fitted maximal effect; on the % scale 0 is the no-effect control and ±100 the full control effect; nearly all actives have a fitted effect of over 55% in size
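Human K18 P301L tau (15 uM unlabeled plus 0.24 uM Alexa 594-labeled, final) in 100 mM sodium acetate pH 7 was mixed with compound and 20 uM heparin and incubated 6 hr at 37 C.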
The depositor's hits bear a star; ? = inconclusive; · = not tested or not shown; [ ] = dose if it differs, or a comment. Unless noted, the call rests on the fitted dose curve; in most records, active means well fitted curve in the direction sought with a large enough effect; inconclusive means small, poorly fitted or top-dose-only effect, or another doubt; inactive means no such curve, though single readings can be large; an effect the other way counts as inactive or inconclusive.

SMILES | CBFb-RUNX1 inh | NPSR antagonist | TexasRed fluor | TRb-SRC2 inh | Tau fibril FP | Epigenetic derep | GLA spleen mod | Tau fluor cs
CCCCCCOC(=O)C1(O)CC2OC1(C)n1c3ccccc3c3c4c(c5c6ccccc6n2c5c31)C(=O)NC4 (stereo not given) | 2% | · | -3% | 3% | 1% | 2.1% | -4% | -16%
Cc1ccccc1-c1nc(-n2ccnc2)c2ccccc2n1 | · | · | -2% | 0% | -4% | 1.1% | 4% | -19%
Cc1ccc(NC(=S)N(CCCN2CCOCC2)Cc2ccco2)cc1Cl | 4% | -18% | -1% | 7% | -2% | -0.9% | 5% | -12%
O=C1CC(C2CCCO2)C(=O)N1c1ccccc1 (stereo not given) | 13% | -4%[46.1 µM] | -7% | 4% | 0% | 0.0% | 12% | 0%
Cc1cc(C)cc(NC(=S)N2CCN(CCO)CC2)c1 | 2% | 9% | 1% | -1% | -2% | 3.4% | -3% | 7%
COc1ccc(NC(C)C(=O)N/N=C/c2cc(Br)ccc2OC)cc1 (stereo not given) | ? | -21% | -3% | 4% | ? | -1.3% | -1% | -30%
CCOc1ccc(-c2nnc(SCC(=O)NCc3ccc(C)cc3)nc2-c2ccc(OCC)cc2)cc1 | · | · | 0% | 7% | 2% | 9.1% | · | 0%
CCCc1noc2c1/C(=N\O)CCC2 | 4% | -1%[46.1 µM] | -1% | -5% | -2% | -1.1% | -4% | 4%
COc1ccccc1C(C#N)N1N=C(C)CC1(C)C (stereo not given) | -1% | -19% | 3% | 2% | -1% | -0.8%[10.1 µM] | 1% | 3%
CCc1ccc(NC(=O)c2sc(-n3nc(C)c(Cc4ccc(OC)cc4)c3C)nc2C)cc1 | · | · | ? | -15% | -1% | 6.5% | · | 2%
CCC(C)(C)C1CCc2nc3ccccc3c(C(=O)OC(C)C(=O)Nc3c(C)n(C)n(-c4ccccc4)c3=O)c2C1 (stereo not given) | -9% | -44% | 0% | -5% | 3% | 0.0% | 12% | -7%
CCOC(=O)c1c(C)n(C)c2ccc(O)c(CN3CCN(C)CC3)c12 | 5% | -4%[46.1 µM] | -4% | -5% | 13% | -2.7% | 9% | -28%
CN(C)/C=C/c1c(C#N)c(=O)ncn1Cc1ccccc1 | 4% | 0%[46.1 µM] | 0% | -4% | -3% | 0.0% | 0% | -4%
COc1ccc(/C=C/C(=O)O/N=C(\N)c2cccnc2)cc1OC | 9% | 7% | -4% | 7% | -3% | -3.2% | 8% | -4%
COC(=O)C1=C(C)Nc2c(c(=O)n(C)c(=O)n2C)C1c1cccs1 (stereo not given) | 6% | -2%[46.1 µM] | 1% | -2% | -1% | -0.2% | 14% | -2%
CO[C@@H](C(C)C)[C@@H](C)[C@@H]1OC(=O)C[C@@H]1O | 27%[13.1 µM] | · | ? | -19%[11.2 µM] | 0%[11.6 µM] | 0.1%[10.1 µM] | -26%[17.5 µM] | -9%[11.6 µM]
CC(=O)/C=C/n1c(=S)oc2ccccc21 | 1% | -13% | 0% | 10% | ? | ? | -2% | -15%
CCC(=O)N1CCc2cc(Br)cc(S(=O)(=O)NCCN3CCCCC3CC)c21 (stereo not given) | 0% | -6%[46.1 µM] | -1% | -13% | -3% | 0.0% | 2% | -1%
Cc1ccc(Cl)cc1N1CCN(C(=O)COCc2cc(-c3ccc4c(c3)OCO4)on2)CC1 | · | · | -23% | 8% | -4% | -1.2% | · | -18%
Cc1ccc(SCCC(=O)OCn2nnc3ccccc3c2=O)cc1 | 27% | 2% | -1% | 13% | 2% | 11% | -3% | -19%
O=C(NN1C(=O)C2C(C1=O)C1C=CC2C12CC2)c1ccccc1 (stereo not given) | 10% | 4% | 1% | -10% | 5% | 2.6% | 1% | 3%
CC1SCC(NC(=O)c2cccc(Cl)c2)CS1 (stereo not given) | 6% | -1% | -1% | 7% | -8% | 0.0% | -6% | -14%
Cc1cc(NC(=O)Cn2nc([N+](=O)[O-])c(Br)c2C)no1 | 5% | 5% | 1% | -1% | -12% | -3.4% | 3% | -10%
Cc1c(NC(=O)c2c(F)c(F)c(F)c(F)c2F)c(=O)n(-c2ccccc2)n1C | 1% | -1%[46.1 µM] | -1% | 1% | 1% | 0.0% | -13% | 0%
COC(=O)Cc1cc(=O)n2[nH]c(C(F)(F)F)nc2n1 | -17% | -2%[46.1 µM] | 1% | 0% | 5% | 0.0% | 7% | 0%

Looked up by compound from above (2):
SMILES | CBFb-RUNX1 inh | NPSR antagonist | TexasRed fluor | TRb-SRC2 inh | Tau fibril FP | Epigenetic derep | GLA spleen mod | Tau fluor cs
Cc1ccc(NC(=S)N(CCCN2CCOCC2)Cc2ccco2)cc1Cl | 4% | -18% | -1% | 7% | -2% | -0.9% | 5% | -12%
Cc1ccc(Cl)cc1N1CCN(C(=O)COCc2cc(-c3ccc4c(c3)OCO4)on2)CC1 | · | · | -23% | 8% | -4% | -1.2% | · | -18%

Structural class: the compounds so far with a Cl atom (three)
SMILES | CBFb-RUNX1 inh | NPSR antagonist | TexasRed fluor | TRb-SRC2 inh | Tau fibril FP | Epigenetic derep | GLA spleen mod | Tau fluor cs
Cc1ccc(NC(=S)N(CCCN2CCOCC2)Cc2ccco2)cc1Cl | 4% | -18% | -1% | 7% | -2% | -0.9% | 5% | -12%
Cc1ccc(Cl)cc1N1CCN(C(=O)COCc2cc(-c3ccc4c(c3)OCO4)on2)CC1 | · | · | -23% | 8% | -4% | -1.2% | · | -18%
CC1SCC(NC(=O)c2cccc(Cl)c2)CS1 (stereo not given) | 6% | -1% | -1% | 7% | -8% | 0.0% | -6% | -14%

New compounds follow.
SMILES | CBFb-RUNX1 inh | NPSR antagonist | TexasRed fluor | TRb-SRC2 inh | Tau fibril FP | Epigenetic derep | GLA spleen mod | Tau fluor cs
Cc1ccc(CNC(=O)CCNS(=O)(=O)c2ccc3c(c2)c(=O)n(C)c(=O)n3C)cc1 | -1% | ? | -1% | 1% | -2% | 0.0% | 3% | 2%
COc1ccc(-c2nc3scc(CCNS(=O)(=O)c4ccc(F)c(C(F)(F)F)c4)n3n2)cc1OC | · | · | -1% | 2% | -19% | 1.4% | · | ?
COc1ccccc1C1=NC(c2ccc(C)cc2)N=C1C (stereo not given) | ? | -38% | -1% | -3% | -2% | 0.3% | 4% | -13%
CCN(CC(=O)Nc1ccc(OC)cc1)C(=O)c1ccc([N+](=O)[O-])cc1 | 0% | 4% | 1% | 1% | -4% | -0.4% | -6% | -5%
CCOn1c(=O)c(=O)n(O)c2ccccc21 | -5% | 10% | -3% | 3% | 5% | 2.3% | 2% | -1%
COc1cc(/C=N/NC(N)=S)ccc1OCc1ccc(C)cc1 | -10% | -33% | -3% | -1% | 5% | 0.0% | 0% | -25%
Cc1cccc(C(=O)NC2CCN(C(=O)N3CCOCC3)CC2)c1 | 5% | -4%[46.1 µM] | 1% | 1% | 4% | -2.0% | 7% | 6%
COc1ccccc1Nc1nc(-c2sc(NC(=O)c3ccco3)nc2C)cs1 | -20% | -20%[46.1 µM] | 1% | 7% | 11% | 3.2% | 2% | ?
CC(=O)N(c1ccccc1)C(C)c1nc(C#N)c(C#N)nc1C (stereo not given) | -14% | -16% | 0% | -6% | ? | -6.1% | 0% | -2%
Cc1ccccc1/C=C/c1nc2ccccc2c(=O)n1Cc1ccccc1 | 1% | -53% | 0% | 0% | -8% | 0.0% | 2% | -21%
CC(C)N1C2OC(C3OC4C(O3)N(C(C)C)S(=O)(=O)N4C(C)C)OC2N(C(C)C)S1(=O)=O (stereo not given) | 3% | -5%[46.1 µM] | -3% | 2% | 2% | -0.7% | 0% | -4%
CC1Cc2ccccc2N1C(=O)COc1ccc2c(c1)OCO2 (stereo not given) | -7% | -7% | 0% | 9% | 2% | -4.0% | 10% | 0%
CC(=O)c1c(C(C)=O)c(C)n(NC(=O)c2cccnc2)c1C | -2% | ? | -1% | -1% | -1% | 0.8% | 7% | -4%
COc1cccc(CN(C)CC(=O)Nc2cccc(S(N)(=O)=O)c2)c1OC | -4% | 15% | 0% | 0% | -1% | -3.0% | 7% | 2%
CC(=O)N1c2ccc(S(=O)(=O)NCc3ccc(Cl)cc3)cc2CC1C (stereo not given) | · | · | -38% | -4% | 1% | -0.8% | · | -10%
Cc1cccc(C(=O)NNC(=O)/C=C/C(=O)O)c1 | -1% | 8% | 0% | -11% | ? | 3.7% | -4% | -6%
CCCCc1ccc(NC(=O)C2(C)Cc3ccccc3C(=O)O2)cc1 (stereo not given) | · | · | 0% | -7% | -5% | -2.3% | · | -17%
CCOCCn1ccc2c(OCC(=O)NCc3ccc(C)cc3)cccc2c1=O | · | · | 0% | -3% | 1% | 2.7% | · | -2%
CCOc1ccc(OCC)c(N=c2oc3c(C)ncc(CO)c3cc2C(N)=O)c1 | 0% | 9%[46.1 µM] | -3% | -5% | 15% | -1.1% | 2% | -8%
CCCCNC(=O)C1CCN(S(=O)(=O)c2c(C)noc2/C=C\c2ccc(OC)cc2)CC1 | 3% | -12%[46.1 µM] | 3% | 7% | -3% | 1.7% | -12% | -6%
CCN(CC)c1ccc2cc(C(=O)NNC(=O)c3ccc(S(=O)(=O)N4CCCCC4)cc3)c(=O)oc2c1 | 0% | -10%[46.1 µM] | ? | -13% | 3% | ? | 4% | -8%
O=C(O)c1ccc(N/N=C/C2=C(N3CCOCC3)C(=C\c3ccccc3)/CC2)cc1 | ? | ? | -14% | -1% | 2% | 1.1% | -6% | ?
COc1ccc(-c2nnc(SCC(=O)Oc3cccc(C)c3C)o2)cc1 | · | · | -4% | 6% | 2% | -1.1% | · | 8%
Cc1nc2sc(C)c(C)c2c(=O)[nH]1 | -1% | -3%[46.1 µM] | -4% | 0% | -12% | -0.5% | -3% | 3%
CC(=O)Nc1cccc(NC(=O)Nc2ccc(C)c(Cl)c2)c1 | 12% | 2% | -2% | 5% | -11% | -2.8% | 1% | -26%
Cc1cccc(Nc2ccccc2)c1 | 1% | ? | -2% | 1% | 2% | -1.1% | -15% | -1%
Cc1ccc(N2C(=O)CSCC2=O)cc1 | -8% | 6%[46.1 µM] | -2% | 3% | 5% | 0.0% | -2% | -1%
CCCC(=O)N(c1ccc2oc(C)c(C(C)=O)c2c1)S(=O)(=O)c1ccc(C)cc1 | · | · | ? | 2% | -6% | -1.1% | · | -9%

Some of the compounds tested. The share of hits here may be higher or lower than overall.
